BioA inh: blocks M. tuberculosis BioA enzyme activity | AID 602481 | inhibition, % at 9.99 µM | 0.096% of 360,000 active | purified M. tuberculosis BioA enzyme, plate reader; in the data active = inhibition above about 40%
Numbers without * were called inactive. Some of the compounds tested; count on the stated rates, not on these rows.

item	Molecule	BioA inh
1	Cc1cccc(S(=O)(=O)N2CC[C@@H]3[C@@H](CO)Nc4ccc(-c5ccccc5F)cc4[C@@H]32)c1	12
2	Cc1ccccc1-c1ccc([C@H]2[C@@H](CO)N3CCCCN(S(=O)(=O)c4cn(C)cn4)C[C@@H]23)cc1	-3.2
3	COC(=O)C(CC#Cc1ccc2c(c1)[C@]1(C(=O)N2)[C@H](C(=O)N2CCN(c3ncccn3)CC2)[C@H]2C(=O)O[C@H](c3ccccc3)[C@H](c3ccccc3)N2[C@@H]1c1ccc(O)cc1)C(=O)OC	-0.6
4	CO[C@@H]1CC[C@@H]2CCOc3c(C#N)cccc3C(=O)N(C)[C@@H](C)C(=O)N(C)C[C@H]1O2	-0.6
5	O=C(Nc1ccc2c(c1)[C@@H]1C[C@H](CC(=O)N3CCCCC3)O[C@H](CO)[C@@H]1O2)C1CCOCC1	-2.6
6	C[C@@H]1CN([C@H](C)CO)C(=O)c2cccc(NS(C)(=O)=O)c2O[C@@H]1CN(C)S(=O)(=O)c1cn(C)cn1	-1.2
7	COc1cccc(S(=O)(=O)N2C[C@H](O)COC[C@@H]3O[C@H](CC(=O)NCCCN4CCOCC4)CC[C@H]32)c1	-2.8
8	CN(C)C(=O)C[C@H]1C=C[C@@H](NS(=O)(=O)c2ccccc2)[C@H](CO)O1	-2.0
9	CC(C)CC#Cc1ccc([C@@H]2[C@H]3CN(C(=O)Cc4ccccn4)CCCCN3[C@H]2CO)cc1	3.8
10	C[C@H](CO)N1C[C@H](C)[C@H](CN(C)C(=O)Nc2ccc3c(c2)OCO3)Oc2c(NC(=O)Nc3ccc(C(F)(F)F)cc3)cccc2C1=O	-2.4
11	O=C(NCC[C@@H]1CC[C@H](NC(=O)C2CCOCC2)[C@H](CO)O1)Nc1ccc(Cl)cc1	-5.4
12	CCCNC(=O)Nc1ccc2c(c1)C(=O)N(C)C[C@H](OC)[C@@H](C)CN(Cc1cccnc1)[C@H](C)CO2	-1.5
13	CO[C@@H]1CN(C)C(=O)c2ccc(NC(=O)Nc3ccccc3)cc2OC[C@H](C)N(C(=O)CC2CC2)C[C@H]1C	-1.2
14	C[C@H]1CCCCO[C@@H](CN(C)C(=O)C2CCCCC2)[C@@H](C)CN([C@@H](C)CO)C(=O)c2cc(NC(=O)C3CCCCC3)ccc2O1	-0.9
15	C[C@H]1CN([C@@H](C)CO)C(=O)c2cc(NC(=O)CCCN(C)C)ccc2O[C@@H]1CN(C)CC1CCCCC1	1.5

Next section; it opens with the five that closed the last part.
item	Molecule	BioA inh
11	O=C(NCC[C@@H]1CC[C@H](NC(=O)C2CCOCC2)[C@H](CO)O1)Nc1ccc(Cl)cc1	-5.4
12	CCCNC(=O)Nc1ccc2c(c1)C(=O)N(C)C[C@H](OC)[C@@H](C)CN(Cc1cccnc1)[C@H](C)CO2	-1.5
13	CO[C@@H]1CN(C)C(=O)c2ccc(NC(=O)Nc3ccccc3)cc2OC[C@H](C)N(C(=O)CC2CC2)C[C@H]1C	-1.2
14	C[C@H]1CCCCO[C@@H](CN(C)C(=O)C2CCCCC2)[C@@H](C)CN([C@@H](C)CO)C(=O)c2cc(NC(=O)C3CCCCC3)ccc2O1	-0.9
15	C[C@H]1CN([C@@H](C)CO)C(=O)c2cc(NC(=O)CCCN(C)C)ccc2O[C@@H]1CN(C)CC1CCCCC1	1.5
16	C[C@@H]1CN([C@H](C)CO)S(=O)(=O)c2ccc(-c3cccnc3)cc2O[C@@H]1CN(C)Cc1ccccn1	-1.1
17	COC(=O)C[C@@H]1CC[C@H]2[C@H](COc3ccc(NC(=O)c4ccc(F)cc4)cc3C(=O)N2C)O1	-1.1
18	C[C@@H]1CN([C@@H](C)CO)C(=O)c2cc(NC(=O)C3CC3)ccc2O[C@@H]1CN(C)Cc1ccc2c(c1)OCO2	-0.4
19	N#C[C@H]1[C@@H](c2ccccc2)[C@@H](CO)N1C(=O)Cc1ccccn1	-0.8
20	O=C(Nc1ccc2c(c1)OCO2)N[C@H]1CC[C@H](CCNC(=O)C2CCCC2)O[C@@H]1CO	-2.9
21	Cc1noc(C)c1S(=O)(=O)Nc1ccc2c(c1)C(=O)N([C@@H](C)CO)C[C@H](C)[C@H](CN(C)Cc1ccccc1)O2	-1.1
22	O=C(C1CCCCC1)N1[C@@H]2CNc3ccccc3[C@@H]2[C@@H]1CO	-3.3
23	C[C@H](CO)N1C[C@H](C)[C@H](CN(C)S(=O)(=O)c2cccs2)Oc2ccc(NC(=O)Cc3ccccc3)cc2CC1=O	-3.8
24	CO[C@H]1CN(C)C(=O)c2cc(NC(=O)Nc3ccccc3F)ccc2OC[C@@H](C)N(Cc2ccccc2C(=O)O)C[C@@H]1C	2.7
25	Cc1noc(C)c1NC(=O)Nc1cccc2c1O[C@H](CN(C)C(=O)Nc1ccc3c(c1)OCO3)[C@H](C)CN([C@@H](C)CO)C2=O	4.9
26	COc1ccc(S(=O)(=O)Nc2ccc3c(c2)CC(=O)N([C@H](C)CO)C[C@H](C)[C@@H](CN(C)C(=O)Nc2ccc(F)cc2)O3)cc1	-4.2
27	Cc1ccc(S(=O)(=O)N[C@H]2CC[C@H](CC(=O)N3CCc4ccccc4C3)O[C@@H]2CO)cc1	-1.3
28	C[C@@H]1CN([C@@H](C)CO)C(=O)Cc2cc(NC(=O)CCC(F)(F)F)ccc2O[C@@H]1CN(C)Cc1ccc(C(F)(F)F)cc1	2.5
29	C[C@H]1CCCCO[C@H](CN(C)C(=O)Cc2ccccc2)[C@@H](C)CN([C@@H](C)CO)C(=O)c2cc(NC(=O)c3ccncc3)ccc2O1	0.1
30	C[C@@H]1CCCCO[C@@H](CN(C)C(=O)C2CCCCC2)[C@H](C)CN([C@@H](C)CO)C(=O)c2cc(NC(=O)Nc3cccc4ccccc34)ccc2O1	-1.5
31	C[C@@H]1CN([C@H](C)CO)C(=O)Cc2cc(NC(=O)Nc3ccc4c(c3)OCO4)ccc2O[C@H]1CN(C)Cc1ccc(-c2ccccc2)cc1	-3.7
32	C[C@H]1CN([C@@H](C)CO)C(=O)c2cc(-c3cccnc3)cnc2O[C@H]1CN(C)S(C)(=O)=O	-1.4
33	COc1ccc(CN(C)C[C@H]2OCCCC[C@H](C)Oc3ccc(NC(=O)NC(C)C)cc3C(=O)N([C@@H](C)CO)C[C@@H]2C)cc1	-0.8
34	C[C@H](CO)N1C[C@H](C)[C@@H](CN(C)S(=O)(=O)c2ccccc2)OCc2ccccc2-c2c(n(C)c3ccccc23)C1=O	-0.3
35	O=C(c1ccccc1F)N1C[C@@H]2[C@H](c3ccccc31)[C@@H](CO)N2C(=O)c1ccc(F)cc1	-2.1
36	COc1ccc(NC(=O)Nc2ccc3c(c2)C(=O)N([C@@H](C)CO)C[C@H](C)[C@H](CN(C)C(=O)Nc2ccc4c(c2)OCO4)OCCCC[C@H](C)O3)cc1	-1.6
37	COCC(=O)Nc1ccc2c(c1)C(=O)N(C)[C@@H]1CC[C@@H](CC(=O)NCC3CC3)O[C@@H]1CO2	-2.0
38	COc1ccc(NC(=O)Nc2ccc3c(c2)CC(=O)N([C@H](C)CO)C[C@H](C)[C@H](CN(C)S(=O)(=O)c2ccc(OC)cc2)O3)cc1	-1.8
39	C[C@H]1CN([C@@H](C)CO)C(=O)Cc2cc(NC(=O)CCCCCC(=O)Nc3ccccc3N)ccc2O[C@H]1CN(C)S(=O)(=O)c1ccc(F)cc1	0.1
40	O=C(C[C@H]1CC[C@@H](NC(=O)Nc2ccccc2F)[C@H](CO)O1)NCc1ccccc1	2.3
41	C[C@@H]1CN([C@@H](C)CO)S(=O)(=O)c2ccc(C#Cc3ccncc3)cc2O[C@@H]1CN(C)S(=O)(=O)c1ccc(F)cc1	0.9
42	O=C(C[C@H]1CC[C@@H](NC(=O)c2ccc3c(c2)OCO3)[C@@H](CO)O1)NCc1ccc(Cl)cc1	0.5
43	COc1ccc(NC(=O)N(C)C[C@@H]2Oc3ccc(NC(=O)c4ccncc4)cc3C(=O)N([C@H](C)CO)C[C@@H]2C)cc1	0.4
44	C[C@@H]1CN([C@H](C)CO)C(=O)c2cc(NC(=O)c3ccncc3)ccc2O[C@@H]1CN(C)S(=O)(=O)c1cn(C)cn1	1.4
45	Cc1noc(C)c1NC(=O)Nc1ccc2c(c1)C(=O)N([C@H](C)CO)C[C@H](C)[C@@H](CN(C)C(=O)Nc1ccc(C(F)(F)F)cc1)OCCCC[C@H](C)O2	3.0
46	C[C@@H]1CN([C@@H](C)CO)C(=O)c2cccc(NC(=O)C3CCOCC3)c2O[C@H]1CN(C)C(=O)NC1CCCCC1	0.0
47	C[C@@H]1CN([C@@H](C)CO)S(=O)(=O)c2ccc(C#Cc3cccnc3)cc2O[C@@H]1CN(C)CC1CCOCC1	0.0
48	C[C@@H]1CN([C@H](C)CO)C(=O)c2cc(NC(=O)C3CCCCC3)ccc2O[C@@H]1CN(C)S(=O)(=O)c1ccccc1	5.6
49	O=C(N[C@H]1CC[C@@H](CCNS(=O)(=O)c2ccccc2)O[C@H]1CO)c1cccc(F)c1	4.8
50	C[C@H]1CN([C@@H](C)CO)C(=O)c2cc(Br)cnc2O[C@@H]1CN(C)C(=O)Nc1ccc(F)cc1	0.4
51	N#C[C@H]1[C@@H](c2ccc(C#Cc3ccc(F)cc3)cc2)[C@H](CO)N1C(=O)C1CC1	-2.6
52	CC(C)CC#Cc1ccc2c(c1)O[C@@H](CN(C)Cc1ccc(F)cc1)[C@H](C)CN([C@H](C)CO)S2(=O)=O	-1.4
53	COc1ccccc1-c1ccc2n(c1=O)C[C@@H]1[C@@H](CO)[C@H](C(=O)NCCCN(C)C)N(C(C)=O)[C@H]21	-0.1
54	Cc1ccc(S(=O)(=O)Nc2ccc3c(c2)CC(=O)N([C@@H](C)CO)C[C@H](C)[C@@H](CN(C)Cc2ccc(Cl)c(Cl)c2)O3)cc1	-0.7
55	C[C@@H]1CCCCO[C@H](CN(C)C)[C@H](C)CN([C@@H](C)CO)C(=O)c2cc(NC(=O)CCC(F)(F)F)ccc2O1	-0.7
56	COc1ccc(S(=O)(=O)N(C)C[C@@H]2Oc3ccc(NC(=O)Nc4c(C)noc4C)cc3CC(=O)N([C@@H](C)CO)C[C@@H]2C)cc1	-0.3
57	COCC(=O)N1CCCCN2[C@H](CO)[C@@H](c3ccc(C#Cc4ccc(OC)cc4)cc3)[C@H]2C1	5.2
58	COCC(=O)Nc1ccc2c(c1)OC[C@H](C)N(C(=O)c1ccccc1)C[C@H](C)[C@H](OC)CN(C)C2=O	-1.8
59	CO[C@H]1CN(C)C(=O)c2cc(NC(C)=O)ccc2OC[C@@H](C)N(C(=O)C2CCCCC2)C[C@H]1C	-0.1
60	CNC[C@H]1Oc2c(NC(=O)C3CCOCC3)cccc2C(=O)N([C@H](C)CO)C[C@@H]1C	-1.6
61	C[C@H]1CN([C@@H](C)CO)C(=O)c2cccc(NC(=O)c3ccc(-c4nccs4)cc3)c2O[C@H]1CN(C)S(=O)(=O)c1cn(C)cn1	0.9
62	C[C@@H]1CN([C@@H](C)CO)C(=O)c2cccc(NS(=O)(=O)c3cn(C)cn3)c2O[C@@H]1CN(C)S(=O)(=O)c1ccc(Cl)cc1	2.2
63	C[C@@H]1CCCCO[C@@H](CN(C)S(=O)(=O)c2ccccc2)[C@@H](C)CN([C@@H](C)CO)C(=O)c2cc(NS(=O)(=O)c3ccc(F)cc3)ccc2O1	-1.7
64	COc1ccc(NC(=O)Nc2ccc3c(c2)C(=O)N([C@@H](C)CO)C[C@H](C)[C@H](CN(C)C(=O)Nc2cccc4ccccc24)O3)cc1	1.3
65	C[C@H](CO)N1C[C@H](C)[C@H](CN(C)Cc2ccc3c(c2)OCO3)Oc2ccc(NC(=O)Cc3ccccc3)cc2C1=O	2.5
66	CCCNC(=O)N1C[C@@H](O)COC[C@@H]2O[C@@H](CC(=O)N3CCN(C)CC3)CC[C@H]21	0.0
67	CO[C@@H]1CN(C)C(=O)c2ccc(NC(C)=O)cc2OC[C@H](C)N(Cc2nccs2)C[C@@H]1C	0.1
68	CCC(=O)N1[C@@H](CO)[C@@H]2c3ccccc3N(S(=O)(=O)c3ccc(F)cc3)C[C@@H]21	-0.4
69	C[C@H](CO)N1C[C@H](C)[C@H](CN(C)C(=O)C2CCCCC2)OCCCC[C@H](C)Oc2ccc(NC(=O)CCC(F)(F)F)cc2C1=O	2.9
70	O=C(NCc1ccc(F)cc1)[C@H]1[C@H](CO)[C@H]2Cn3c(cccc3=O)[C@H]2N1CC1CC1	-1.5
71	CCNC(=O)C[C@@H]1CC[C@H]2[C@H](COc3ccc(NC(=O)Nc4ccccc4Cl)cc3C(=O)N2C)O1	0.9
72	C[C@H]1CN([C@@H](C)CO)S(=O)(=O)c2ccc(C3=CCCCC3)cc2O[C@@H]1CN(C)C(=O)c1ccncc1	1.4
73	O=C(N[C@H]1C=C[C@H](CC(=O)N2CCOCC2)O[C@H]1CO)c1ccccn1	-2.4
74	O=C(NCc1cccc(F)c1)[C@H]1[C@H](CO)[C@H]2Cn3c(cccc3=O)[C@@H]1N2C(=O)c1cnccn1	0.5
75	C/C=C/c1cnc2c(c1)C(=O)N([C@@H](C)CO)C[C@H](C)[C@H](CN(C)C(=O)c1ccc3c(c1)OCO3)O2	-4.4
76	C[C@H](CO)N1C[C@H](C)[C@@H](CN(C)S(=O)(=O)c2ccc(Cl)cc2)OCc2ccccc2-c2ccccc2C1=O	3.8
77	C[C@H](CO)N1C[C@H](C)[C@H](CN(C)Cc2ccc3c(c2)OCO3)OCCCC[C@H](C)Oc2ccc(NS(=O)(=O)c3ccc(F)cc3)cc2C1=O	3.8
78	CNC[C@@H]1OCCCC[C@@H](C)Oc2ccc(NS(C)(=O)=O)cc2C(=O)N([C@H](C)CO)C[C@H]1C	-1.5

Copied from above, entries 67 to 69
item	Molecule	BioA inh
67	CO[C@@H]1CN(C)C(=O)c2ccc(NC(C)=O)cc2OC[C@H](C)N(Cc2nccs2)C[C@@H]1C	0.1
68	CCC(=O)N1[C@@H](CO)[C@@H]2c3ccccc3N(S(=O)(=O)c3ccc(F)cc3)C[C@@H]21	-0.4
69	C[C@H](CO)N1C[C@H](C)[C@H](CN(C)C(=O)C2CCCCC2)OCCCC[C@H](C)Oc2ccc(NC(=O)CCC(F)(F)F)cc2C1=O	2.9
